Source: PubChem (National Center for Advancing Translational Sciences (NCATS))
TRHR ag – qHTS for Small Molecule Agonists and Allosteric Enhancers of Human TRH Receptor: Primary Screen for Agonists. Thyrotropin-releasing hormone receptor (Homo sapiens), P34981. TRHR cells, calcium flux fluo-8, FDSS agonist mode. activation, % at 2 µM. 360,000 compounds, 0.18% hits; in the data active means activation above about 30%; further: 0% is about no effect
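Agonist-mode FDSS calcium read (Ex 480/Em 530, 1 s cycles) in 1536-well TRHR cells with fluo-8 dye, after 10-cycle baseline and 23 nL compound addition; TRH at EC20 (10 nM final) added afterwards for the enhancer phase.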
USP1-UAF1 inh – Inhibitors of USP1/UAF1: Primary Screen; recombinant USP1/UAF1, Ub-Rhodamine cleavage fluorescence; Potency, µM (doses to about 57.1 µM), inactives show top-dose activity change, negative = inhibition, hits mostly inhibitors; AID 743255, 2014; 390,000 compounds, 0.23% hits; further: potency means the concentration at half of the fitted maximal effect; on the % scale 0 is the no-effect control and ±100 the full control effect; nearly all actives have a fitted effect of over 60% in size; inactives centre near -12
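USP1/UAF1 complex at 1 nM was preincubated with compound for 15 min at room temperature, then Ub-Rho substrate (150nM final) was added. Fluorescence (480/540 nm) was read kinetically, 6 reads every 60 seconds.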
mIDH1 inhibitor – qHTS for Inhibitors of mutant isocitrate dehydrogenase 1 (IDH1): qHTS; AID 602179, 2012; IDH1-R132H enzyme, NADPH consumption, diaphorase/resazurin fluorescence; 390,000 compounds, 0.093% hits; Isocitrate dehydrogenase [NADP] cytoplasmic (Homo sapiens), O75874; Potency, µM (highest dose often 76.6 µM), for the others: at the top dose activity change, negative = inhibition, usual class: inhibitors; further: potency means the concentration at half of the fitted maximal effect; on the % scale 0 is the no-effect control and ±100 the full control effect; nearly all actives have a fitted effect of over 65% in size
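IDH1-R132H (0.5 ug/mL) preincubated 30 min with compound, then NADPH (0.016 mM) and alpha-KG (2 mM) added; 80 min at RT, pH 7.5. Remaining NADPH coupled via diaphorase/resazurin to fluorescence (540/590 nm); concentration-response curves normalized to no-enzyme control.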
D2 agonist – HTS Assay for Allosteric Agonists of the Human D2 Dopamine Receptor: Primary Screen for Agonists; HEK293 T-REx D2 cells, calcium flux agonist mode; activation, % at 2 µM; 340,000 compounds, 0.53% hits;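 active means activation over 3 SD above normal in the single-dose calcium agonist read, cut at about 30% in these data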; further: 0% is about no effect
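HEK293 Trex D2 cells, tetracycline-induced, o/n 30 C 5% CO2; no-wash Ca dye, RT 30–90 min; 10-cycle baseline, 23 nl cpd added, kinetic Ca read 180 s; agonist hits = positive Ca response.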
rTrxR1 inhibitor – qHTS Assay for Inhibitors of Mammalian Selenoprotein Thioredoxin Reductase 1 (TrxR1): qHTS. 390,000 compounds, 1% hits. Potency, µM (top dose mostly 114 µM), inactives show top-dose activity change, negative = inhibition, actives largely listed as inhibitors. AID 588453, 2011. recombinant rTrxR1, NADPH fluorescence consumption, selenite substrate; further: potency means the concentration at half of the fitted maximal effect; on the % scale 0 is the no-effect control and ±100 the full control effect; nearly all actives have a fitted effect of over 65% in size
Target sequence (O89049 whole entry, looked up): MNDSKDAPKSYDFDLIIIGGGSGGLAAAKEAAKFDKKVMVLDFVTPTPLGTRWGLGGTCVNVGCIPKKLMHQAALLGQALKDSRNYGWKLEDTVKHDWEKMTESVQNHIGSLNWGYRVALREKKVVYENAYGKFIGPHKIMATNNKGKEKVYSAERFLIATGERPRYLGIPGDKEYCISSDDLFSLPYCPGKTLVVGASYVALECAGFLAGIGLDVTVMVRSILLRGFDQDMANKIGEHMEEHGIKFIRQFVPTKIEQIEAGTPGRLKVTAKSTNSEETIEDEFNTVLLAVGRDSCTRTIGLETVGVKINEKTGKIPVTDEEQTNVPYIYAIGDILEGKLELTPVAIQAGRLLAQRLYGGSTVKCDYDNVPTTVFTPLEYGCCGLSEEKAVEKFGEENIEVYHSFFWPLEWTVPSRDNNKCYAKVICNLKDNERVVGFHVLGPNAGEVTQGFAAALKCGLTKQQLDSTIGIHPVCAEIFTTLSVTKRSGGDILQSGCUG
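Rat TrxR1 (90 nM in the dispensed reagent) was pre-reduced with 400 uM NADPH for 5 min at room temperature, then incubated with compound for 15 min. After 400 uM selenite was added, NADPH fluorescence (Ex 340/Em 450 nm) was followed for 8 min.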
D2 antagonist – HTS Assay for Allosteric Antagonists of the Human D2 Dopamine Receptor: Primary Screen for Antagonists. D(2) dopamine receptor (Homo sapiens), P14416. HEK293 TREx D2 cells, calcium flux, dopamine EC80. inhibition, % at 10 µM. 340,000 compounds, 2% hits; in the data active means inhibition above about 30%; further: 0% is about no effect
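Read-out: kinetic calcium fluorescence (1 cycle/s) in inducible HEK293 T-REx D2 cells after an EC80 dopamine addition that followed 180 s compound preincubation. Loss of the dopamine response indicates antagonism.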
Pin1 inhibitor – qHTS Assay to Find Inhibitors of Pin1. 390,000 compounds, 0.009% hits. Pin1 FP peptide displacement, HiFluor488, 10 min. Potency, µM (doses to about 115 µM), for the others: at the top dose activity, negative = inhibition, actives largely listed as inhibitors. Peptidyl-prolyl cis-trans isomerase NIMA-interacting 1 (Homo sapiens), Q13526; active means well fitted inhibition curve with a large enough effect in the polarisation, with a control signal flat, not every such curve was filed as active; inconclusive means small, poorly fitted or top-dose-only effect, or effect the other way, or a change in a side signal; inactive means no such curve, though single readings can be large or run the other way; the % refers to the polarisation; further: potency means the concentration at half of the fitted maximal effect; on the % scale 0 is the no-effect control and ±100 the full control effect
Target sequence (Q13526 whole entry, looked up): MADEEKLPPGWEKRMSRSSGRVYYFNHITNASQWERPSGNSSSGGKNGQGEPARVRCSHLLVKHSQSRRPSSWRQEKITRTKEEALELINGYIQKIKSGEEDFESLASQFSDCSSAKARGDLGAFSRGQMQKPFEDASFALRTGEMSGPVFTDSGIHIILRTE
TrxR1 substrate – qHTS Assay for Substrates of Mammalian Selenoprotein Thioredoxin Reductase 1 (TrxR1): qHTS; purified TrxR1 substrate turnover, NADPH consumption readout; Potency, µM (titrated, usually from 114 µM), without a hit: at the top dose activity change, negative = substrate turnover; 390,000 compounds, 0.01% hits; further: potency means the concentration at half of the fitted maximal effect; on the % scale 0 is the no-effect control and ±100 the full control effect; nearly all actives have a fitted effect of over 50% in size
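Rat TrxR1, dispensed at 90 nM, was prereduced with 400 uM NADPH (final) for 5 min at ~22 deg C, then incubated with compound 15 min before 400 uM selenite. A first-read NADPH fluorescence drop versus no-compound background flagged substrates.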
TRHR enhancer – qHTS for Small Molecule Agonists and Allosteric Enhancers of Human TRH Receptor: Primary Screen for Enhancers; AID 493056, 2011; Thyrotropin-releasing hormone receptor (Homo sapiens), P34981; enhancement, % at 2 µM; TRHR cells, fluo-8 calcium fluorescence, EC20 TRH enhancement; 360,000 compounds, 0.66% hits; in the data active means enhancement above about 30%; further: 0% is about no effect
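TRHR-expressing cells loaded with fluo-8 calcium dye were read kinetically (ex 480/em 530) during compound addition, then stimulated with an EC20 of TRH (10 nM final). Enhancement of the Gq-mediated intracellular calcium response was scored.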
Starred values were filed as active, the others as inactive; u = inconclusive; x = no result given; & = joins results of further samples; [ ] = dose if it differs, or a comment. Unless noted, the call rests on the fitted dose curve; in most records, active means well fitted inhibition curve with a large enough effect; inconclusive means small, poorly fitted or top-dose-only effect; inactive means no such curve, though single readings can be large or run the other way.

Structure	TRHR ag	USP1-UAF1 inh	mIDH1 inhibitor	D2 agonist	rTrxR1 inhibitor	D2 antagonist	Pin1 inhibitor	TrxR1 substrate	TRHR enhancer
CCOc1ccc(CCNC(=O)COC(=O)c2oc3ccccc3c2COC)cc1OCC	-0.6	-24%	12%	-0.5	5%	-11	-10%	3%	5
CCC(C(=O)NC1CCCC1)N(Cc1ccco1)C(=O)CNS(=O)(=O)c1ccccc1 (centres undefined)	-1.6	-6%	1%	-0.3	8%	-12	5%	0%	-1
CCn1cc(Br)c(C(=O)Nc2ccc(OC)cc2)n1	-0.2	-8%	6%	0.5	10%	-7	-9%	-1%	-3
CC(=O)N1c2ccc(S(=O)(=O)N(C)CC(=O)NCc3ccc(C)cc3)cc2CC1C (centres undefined)	-0.1	-7%	-6%	-0.5	9%	-12	-9%	-6%	-5
CNC(=S)NN=C(C)c1ccc(OC)cc1O	x	-15%	5%	x	u	x	-1%	-15%	x
Cc1nc2c(C)cccn2c1/C(O)=C1\C(=O)C(=O)N(CCN(C)C)C1c1ccncc1 (centres undefined)	0.2	9%	-1%	0.0	-16%	18	-17%	-4%	4
CCOc1cc(CNc2ccccc2)cc(Br)c1OCC(=O)NC(C)(C)C	0.1	-26%	6%	0.2	5%	13	0%	-3%	-2
CC(=O)c1cccc(NC(=O)CSc2n[nH]c(-c3ccncc3)n2)c1	0.7	-14%	4%	-1.9	23%	9	-1%	12%	-4
Cc1ccc(NC(=O)C(=O)NCC(c2cccnc2)N2CCN(Cc3ccccc3)CC2)cc1 (centres undefined)	0.1	10%	0%	0.3	0%	x	3%	-13%	-3
O=C(NC(=S)Nc1ccc(Cl)c(C(=O)O)c1)c1ccco1	1.3	-21%	-5%	x	-9%	x	-11%	1%	0
O=C(O)c1ccc(Nc2nc3ccccc3nc2NS(=O)(=O)c2ccc(F)cc2)cc1	0.0	-26%	2%	-0.7	-25%	-3	-19%	-6%	-6
Cc1cc(N2CCOCC2)nc(SCC(=O)c2ccc(Cl)cc2)n1	-0.2	-27%	5%	-1.0	11%	-3	-3%	6%	-8
Cc1c(C(=O)/C=C/N(C)C)nnn1-c1ccc(Cl)cc1C#N	0.9	-6%	7%	0.5	4%[57.1 µM]	6	12%	-6%[57.1 µM]	4
CN(C)CCCOC(=O)c1ccc(Br)cc1	0.7	-16%	5%	1.3	20%[57.1 µM]	-12	-6%	6%[57.1 µM]	-1
O=C(NNc1c(Cl)cccc1Cl)C1CCC1	0.3	6%	6%	-0.5	-8%[57.1 µM]	-8	-3%	3%[57.1 µM]	-3
CC(C)=C1C2CCC1C1C(=O)N(CCc3ccccc3)C(=O)C21 (centres undefined)	0.5	-12%	6%	1.1	-5%	-14	-1%	-4%	6
CN(CCC#N)C(=O)COC(=O)/C=C/c1cccs1	0.9	3%	3%	-0.4	12%[57.1 µM]	-4	2%	-8%[57.1 µM]	-4
CCOC(=O)c1[nH]c(=O)[nH]c1CN(Cc1ccco1)Cc1[nH]c(=O)[nH]c1C(=O)OCC	0.4	-14%	4%	1.2	9%[57.1 µM]	6	5%	7%[57.1 µM]	12
CCOc1ccc(S(=O)(=O)NCC2CCCO2)c2ccccc12 (centres undefined)	-1.0	-15%	-1%	x	-2%[57.1 µM]	3	-1%	-4%[57.1 µM]	6
COc1cc2[nH]c(=S)nc(NCc3cccs3)c2cc1OC	0.6	6%	12%	0.0	1%[57.1 µM]	5	-3%	6%[57.1 µM]	2
Fc1ccc(-c2nnc(CSc3nnc(-c4cccs4)o3)o2)cc1	0.3	1%	21%	-0.1	-4%	-11	9%	-1%	2
Cc1ccc(-c2ccc(C3C(C#N)=C(N)Oc4n[nH]c(C)c43)o2)cc1 (centres undefined)	-0.4	-22%	u	-0.7	u	14	u	-2%	2
Cc1cc(=O)n(CC(=O)Nc2cccc([N+](=O)[O-])c2)c(-n2nc(C)cc2C)n1	-0.4	-8%	-12%	1.0	-3%[57.1 µM]	x	-1%	-6%[57.1 µM]	-7
Cc1cc(C)n(CCNS(=O)(=O)c2ccc(C)c(C)c2)n1	0.5	-22%	0%	x	11%	x	-1%	-4%	2
Cc1c(Cl)cccc1NS(=O)(=O)c1cn(C)c(=O)n(C)c1=O	-0.4	-23%	-11%	-0.3	8%[57.1 µM]	-8	5%	6%[57.1 µM]	-3
COc1ccc(C(=O)Nc2cc([N+](=O)[O-])ccc2N2CCN(C)CC2)cc1	1.1	-14%	1%	0.6	14%	-16	5%	2%	4
COc1cc(OC)c(NC(=O)c2ccccc2F)cc1Cl	0.2	-7%	0%	3.7	7%	-18	2%	17%	2
Cn1c(=O)c2c(-c3ccc(Br)cc3)n(CCc3ccccc3)cc2n(C)c1=O	-1.8	-6%	u	x	49%[activator]	x	1%	36%[activator]	-8
Cc1c(C(=O)C(=O)N2CCCc3ccccc32)c2ccccc2n1C	0.7	-16%	-2%	0.6	6%	8	17%	-6%	-5
CCN1C(=NCCc2c[nH]c3ccccc23)N[C@@H](c2ccccc2)[C@H](C(=O)OC)[C@H]1C	-0.7&1.1	2%	-3%	-0.9	29%[57.1 µM]	-18	-3%	16%[57.1 µM]	3&11
COc1cc(/C=C2\C(=N)N3N=C(S(=O)(=O)CC(C)C)SC3=NC2=O)ccc1OC(=O)c1ccco1	2.1	x	x	0.4	x	-4	x	x	15
Cc1cccc(CNC(=O)C2CCC(=O)N(C3CCCC3)C2)c1 (centres undefined)	0.1	0%	-5%	-0.4	-2%	-10	1%	2%	0
CC(C)N1CCN(Cc2ccccc2-c2ccco2)CC1CCO (centres undefined)	0.6	-13%	15%	-1.5	-3%	-12	0%	5%	0
COc1ccc(CN2CCCCCC2)cc1OC	x	-22%	8%	x	17%	x	-9%	0%	x
O=C(CSc1nc(O)cc(=O)n1-c1ccccc1)NCc1ccccc1	0.4	-4%	8%	-0.6	11%	4	u	-5%	8
COc1ccc(NC(=O)Cn2c(=O)c(-c3cc(C)ccc3NC(C)=O)nc3ccccc32)c(OC)c1	-0.1	-17%	2%	0.9	2%	x	-3%	-10%	3
CCOc1ccc(C2C(=O)N(C3CCCCC3)CC(=O)N2CCC2=CCCCC2)cc1OC (centres undefined)	0.4	-9%	-5%	-0.3	0%[57.1 µM]	x	2%	0%[57.1 µM]	25
CC1CCN(S(=O)(=O)c2ccc(N/N=C(/C#N)C(N)=O)cc2)CC1	0.1	-19%	0%	1.1	28%[57.1 µM]	10	-1%	1%[57.1 µM]	5
Cc1sc2nc(C)n(/N=C/c3ccc(O)cc3O)c(=O)c2c1C	0.1	3%	-4%	1.9	3%	18	12%	-11%[57.1 µM]	-8
CC(C)c1ccc(N=C(N)N=C(N)N)cc1	0.8	-26%	1%	0.8	3%[57.1 µM]	-5	-1%	-1%[57.1 µM]	-1
CCOc1ccccc1CNC(=O)c1ccc(CS(=O)Cc2cccc(Cl)c2)o1 (centres undefined)	-0.3	3%	-5%	-0.2	u	x	0%	0%	-4
COc1ccc(OC)c(-c2cc(C(=O)N3CCN(c4ncccn4)CC3)c3ccccc3n2)c1	-0.3	u	3%	x	6%	x	5%	-2%	-9
O=C(/C=C/c1ccncc1)c1cc(Cl)ccc1O	-0.6	-18%	-19%	0.7	1%	-9	-2%	3%	17
Cc1noc(C)c1COC(=O)c1ccc(F)c(S(=O)(=O)N2CCOCC2)c1	0.6	-23%	-3%	0.1	12%	-18	-5%	3%	-10
Cc1ccc(Cl)c(OCC(=O)Nc2sc(C)c(C)c2C#N)c1	-0.2	-15%	6%	-0.4	-9%	-10	18%	-11%	7
Cc1ccc(Cl)cc1NC(=S)N/N=C/c1cccc2ccccc12	0.4	-13%	2%	-0.3	20%[57.1 µM]	22	u	1%[57.1 µM]	9

One compound at a time, as listed above. Values in the order: TRHR ag | USP1-UAF1 inh | mIDH1 inhibitor | D2 agonist | rTrxR1 inhibitor | D2 antagonist | Pin1 inhibitor | TrxR1 substrate | TRHR enhancer
O=C(CSc1nc(O)cc(=O)n1-c1ccccc1)NCc1ccccc1 across the screens: 0.4 | -4% | 8% | -0.6 | 11% | 4 | u | -5% | 8
CCOc1ccccc1CNC(=O)c1ccc(CS(=O)Cc2cccc(Cl)c2)o1 (centres undefined) across the screens: -0.3 | 3% | -5% | -0.2 | u | x | 0% | 0% | -4

A portion of the library. The share of hits here may be higher or lower than overall.
